# hcGAS inh: blocks human cGAS activity; Q8N884; recombinant h-cGAS, ATP depletion, Kinase-Glo luminescence; inhibition, % at 12.5 µM; 290,000 compounds, 0.081% hits;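 note: 0% = vehicle reaction and 100% = reaction without DNA for no activity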
# Target sequence (Q8N884 whole entry, looked up): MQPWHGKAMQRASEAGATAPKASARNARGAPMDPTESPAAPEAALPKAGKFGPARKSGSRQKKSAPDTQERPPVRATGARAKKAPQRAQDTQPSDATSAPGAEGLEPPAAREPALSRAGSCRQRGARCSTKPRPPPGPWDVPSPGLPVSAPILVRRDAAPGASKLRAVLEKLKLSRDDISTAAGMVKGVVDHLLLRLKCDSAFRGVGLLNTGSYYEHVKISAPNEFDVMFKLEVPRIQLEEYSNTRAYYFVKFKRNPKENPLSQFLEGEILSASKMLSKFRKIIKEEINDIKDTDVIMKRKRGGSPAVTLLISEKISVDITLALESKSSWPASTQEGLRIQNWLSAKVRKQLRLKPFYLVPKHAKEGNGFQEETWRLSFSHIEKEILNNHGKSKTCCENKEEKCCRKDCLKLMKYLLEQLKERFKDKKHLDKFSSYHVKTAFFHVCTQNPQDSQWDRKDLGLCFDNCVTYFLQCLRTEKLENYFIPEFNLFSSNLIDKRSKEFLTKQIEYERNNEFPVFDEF
# NPYLR7 ag: mosquito NPYLR7 agonism; HEK293T NPYLR7/Galpha15, GCaMP6s calcium fluorescence; activation, % at 10 µM; 270,000 compounds, 0.15% hits; AID 1259423; in the data active = activation above about 40%;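 note: 0% = vehicle and 100% = reference agonist at the receptor; some compounds past the cut are filed as inactive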
# mcGAS inh: mouse cGAS inhibition by luminescence; Q8C6L5; recombinant cGAS, Kinase-Glo ATP depletion luminescence; inhibition, % at 12.5 µM; 160,000 compounds, 0.15% hits;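 note: 0% = negative control wells and 100% = reference inhibitor with no enzyme activity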
# * = called active by the depositor; x = no result given; & = joins results of further samples. Cut-off read from the data, not from the text of the source, unless noted: active = inhibition above about 40%; inactive = the rest.
(1) c1ccc(-c2cn3c(n2)SCC3)cc1
(2) CC(C)Oc1ccc(C(O)=C2C(=O)C(=O)N(CCN3CCOCC3)C2c2ccc([N+](=O)[O-])cc2)cc1 (centres undefined)
(3) Cn1c(O)c(C=Nc2ccc([N+](=O)[O-])cc2)c(=O)n(C)c1=O
(4) C=c1cc(C)n(CC(=O)Nc2ccc(OC)cc2)c(=O)c1=C1N=C(c2ccc(OC)cc2)NO1
(5) CS(=O)(=O)c1ccc(C2=C(c3ccccc3)C(=O)OC2)cc1
(6) Cc1cncn1CCc1nc2c3ccccc3nc(=S)n2[nH]1
(7) COCC1(C(=O)NCc2ccc3c(c2)CC(C)(C)O3)CCC1
(8) CC(=O)N(CC(=O)N(C)C)c1ccccc1

entry no.	1	2	3	4	5	6	7	8
hcGAS inh	-5	-5	-4	-5	1&-7	-6	-4	-3
NPYLR7 ag	-4	-1	-2	-3	-19&-11	2	7	-28
mcGAS inh	x	-7	-3	-8	x	x	-18	x

(9) Cc1ccc(C)c(OS(=O)(=O)c2cc(C(N)=O)n(C)c2)c1C
(10) Cn1cc(C(=O)Nc2cccc(F)c2)c2[nH]c(=O)n(-c3ccc(Cl)cc3)c(=O)c21
(11) CC(=O)NCCC(=O)N(c1cccc(Cl)c1)c1nc2ccccc2s1
(12) CCOc1ccc(-n2c(C)c(C)n3c4c(=O)n(CCN5CCOCC5)c(=O)n(C)c4nc23)cc1
(13) O=C1NC(=O)C2(CCN(C(=O)C3CC3C3CCCCC3)C2)N1 (centres undefined)
(14) COCCOCC(=O)N1CCC(n2nc(-c3ccccc3)cc2-c2ccccc2)CC1
(15) O=C(CN(CCCN1CCOCC1)C(=O)c1cccc(F)c1)N(Cc1ccccc1)Cc1ccco1
(16) COc1ccc(/C=C2N=C(/C=C/c3ccc(Cl)cc3Cl)OC\2=O)c(OC)c1

entry no.	9	10	11	12	13	14	15	16
hcGAS inh	-7	-8	-9	-11	-4	1	-3	-5
NPYLR7 ag	6	3	-1	15	5	-5	-13	-4
mcGAS inh	x	x	x	x	x	1	-4	x

# Complete entries from above:
# COc1ccc(/C=C2N=C(/C=C/c3ccc(Cl)cc3Cl)OC\2=O)c(OC)c1 is listed as hcGAS inh: -5; NPYLR7 ag: -4; mcGAS inh: x
# CC(=O)NCCC(=O)N(c1cccc(Cl)c1)c1nc2ccccc2s1 is listed as hcGAS inh: -9; NPYLR7 ag: -1; mcGAS inh: x

# Additional compounds
(17) Cc1cc(NCCOCCO)n2nc(C)c(-c3ccccc3)c2n1
(18) COc1ccc(N2C(=O)CSC2c2ccccc2F)c(OC)c1 (centres undefined)
(19) O=C(OCc1cc(-c2ccc(Cl)cc2)on1)C1CC1
(20) CCC(C)c1ccc(NC(=O)c2ccc(OC)nc2OC)cc1 (centres undefined)
(21) O=C(c1cc2cc(Br)cc(Br)c2oc1=O)N1CCOCC1
(22) NCC[C@@H](O)C(=O)N[C@@H]1C[C@H](N)[C@@H](O[C@H]2O[C@H](CN)[C@@H](O)[C@H](O)[C@H]2O)[C@H](O)[C@H]1O[C@H]1O[C@H](CO)[C@@H](O)[C@H](N)C1O (some centres undefined)
(23) Cc1ccc(C)c(Cn2ccnc2CN(Cc2ccncc2)C(=O)NC(C)C)c1
(24) CCOC(=O)c1c(NC(=O)C2COc3ccccc3O2)sc2c1CCN(CC)C2 (centres undefined)

entry no.	17	18	19	20	21	22	23	24
hcGAS inh	-6	0	-3	-9	-1	2&-1	2	5
NPYLR7 ag	3	-2	-4	0	-1	-9&-14	7	0
mcGAS inh	-6	x	x	x	-5	x	-5	x

# Quoted from above, compounds 1 to 2
(1) c1ccc(-c2cn3c(n2)SCC3)cc1
(2) CC(C)Oc1ccc(C(O)=C2C(=O)C(=O)N(CCN3CCOCC3)C2c2ccc([N+](=O)[O-])cc2)cc1 (centres undefined)

entry no.	1	2
hcGAS inh	-5	-5
NPYLR7 ag	-4	-1
mcGAS inh	x	-7

# Later entries.
(25) CCOc1ccc(N=c2scc(C)n2N2CCOCC2)cc1
(26) CC(CN1CCN(C)CC1)NC(=O)NCC1(c2ccccc2F)CC1 (centres undefined)
(27) COCCN(Cc1nccn1Cc1c(F)cccc1Cl)S(=O)(=O)c1ccc(C)cc1
(28) COc1cccc(CC2CN(Cc3nc(C(C)C)no3)CCO2)c1 (centres undefined)
(29) O=C(Nc1cccc(-c2cccc(-c3ccc4c(c3)OCCO4)n2)c1)N1c2ccccc2Sc2ccccc21
(30) Cc1cc(C)cc(N=CC(C#N)c2nc(-c3ccc(F)cc3)cs2)c1 (centres undefined)
(31) N#CCCNC(=O)CSc1nnc(Nc2ccccc2F)s1
(32) COc1cccc(-c2nn(-c3ccccc3)cc2CN(C)C(C)c2ccon2)c1 (centres undefined)

entry no.	25	26	27	28	29	30	31	32
hcGAS inh	-2	-15	-6	-2	-4	-2	-4	-7
NPYLR7 ag	-7	7	19	3	13	0	0	6
mcGAS inh	-7	x	-4	-9	-7	-4	-5	-11

(33) COc1ccc(-c2nc(C(=O)N(Cc3ccco3)Cc3cc4c(cc3Cl)OCO4)cs2)cc1
(34) COc1ccc(-c2cc(-c3ccccc3)nc(SC)c2C#N)cc1
(35) Cc1cccc(-n2nnc3c(=O)n(CC(=O)N4CCCc5ccccc54)cnc32)c1
(36) COCCc1noc(CN(C)Cc2cc(C3CCCCC3)no2)n1
(37) CCCn1nc(C(=O)N(CC)C2CCS(=O)(=O)C2)c2ccccc2c1=O (centres undefined)
(38) NC(=O)NCCN1CCCC(C(=O)c2ccc(Oc3ccccc3)cc2)C1 (centres undefined)
(39) O=[N+]([O-])c1ccc(C=Nc2ccc(-c3nnc4n3CCCCC4)cc2)cc1
(40) O=C(CCCSc1ccc(NC(=O)C2CC2)nn1)Nc1ccc(Cl)c(Cl)c1

entry no.	33	34	35	36	37	38	39	40
hcGAS inh	-2	0	-4	-12	-11	2	-8	-4
NPYLR7 ag	-4	-1	-2	x	-1	-7	-6	3
mcGAS inh	-5	-4	-8	-6	x	x	x	-10

(41) CCCSc1ncccc1C(=O)NCCc1ccc(F)cc1
(42) Cc1cccc(-c2nc3ccc(F)cc3n2C(C)C)c1N
(43) Cc1ccc(CC(=O)NOCC(=O)N(C(C)C)C(C)C)cc1
(44) O=C(C1CCCC1)N(Cc1cccc(Cl)c1)CC1CC(c2ccc3c(c2)OCO3)=NO1 (centres undefined)
(45) NC1CCCN(C(=O)CCSc2ccc3c(c2)OCCO3)CC1 (centres undefined)
(46) CCCCC(CC)C(=O)Nc1nnc(SCc2ccccc2C)s1 (centres undefined)
(47) O=C1CCC2(C(=O)N3CCN(S(=O)(=O)c4ccccc4F)CC3)SCCN12 (centres undefined)
(48) CCCC(=O)OCC(O)CNC(Cc1ccccc1)c1nc(-c2ccc(Br)cc2)no1 (centres undefined)

entry no.	41	42	43	44	45	46	47	48
hcGAS inh	-4	2	-2	-6	-4	-3	3	0
NPYLR7 ag	-5	11	0	24	17	26	1	x
mcGAS inh	-5	-1	-9	-8	-9	-4	2	-6

(49) COc1ccc(F)c(CN2CCCC3(CCN(c4nc(C)cc(C)n4)C3)C2=O)c1 (centres undefined)
(50) CC1(C(=O)NS(=O)(=O)c2cccc(F)c2)CCN1C(=O)c1ccc(C2CCCCC2)cc1 (centres undefined)
(51) N#C/C(=C/c1ccccc1Cl)c1nc2c(s1)CCCC2
(52) Cc1ccnc(-n2c(COCC(=O)O)nc3ccccc32)c1
(53) Cc1nc2ccc(C(=O)Nc3cccc(NS(C)(=O)=O)c3)cn2c1N(C)Cc1cccs1
(54) CC1CC(SCc2ccc(Cl)cc2)C(=O)O1 (centres undefined)
(55) Cc1cccc(CNC(=O)Cn2c(=O)oc3cccnc32)c1
(56) O=c1c(-c2cccc(Br)c2)[n+]([O-])c2ccccc2n1O

entry no.	49	50	51	52	53	54	55	56
hcGAS inh	-6	-7	-6	-5	-9	-9	-3	-5
NPYLR7 ag	11	6	-1	9	-5	5	-7	1
mcGAS inh	-11	x	x	-11	-3	x	x	x

(57) CCCn1c(=O)c2c(nc3n2C(C)C(C)=NN3CC(=O)OCC)n(C)c1=O (centres undefined)
(58) COc1ccc(Br)c(C(=O)NCC2CCN(c3ncccn3)CC2)c1
(59) CC(C1CC1)N(Cc1ccccc1)CC(O)CN1C(=O)c2ccccc2C1=O (centres undefined)
(60) Cc1cccc(-n2c(-c3ccc(Cl)cc3)cc(C(=O)N3CCN(C(=O)c4ccc(F)cc4)CC3)c2C)c1
(61) Cc1cnc(Cn2ccnc2-c2cc3ccccc3o2)cn1
(62) CC(C)O[C@H]1CN(c2nccc(CCC(F)(F)F)n2)C[C@@H]1O
(63) Cc1csc(C(C)(C)NCC(=O)N2CCCC(C(F)(F)F)C2)n1 (centres undefined)
(64) CN(C)c1ccc(-n2c(-c3snnc3-c3ccccc3)n[nH]c2=S)cc1

entry no.	57	58	59	60	61	62	63	64
hcGAS inh	-3	-1	10	-12	-2	-9	-13	-4
NPYLR7 ag	-1	-9	-7	-9	x	10	3	-8
mcGAS inh	-4	x	2	-5	-18	x	x	x

(65) CN(CC(=O)N1CCCC1)c1ncnc2sc3c(c12)CCCC3
(66) COCCOC(=NCCC(C)C)NC(=O)c1cccc(C)c1
(67) CN(Cc1nc2ccc(F)cc2[nH]1)C(=O)c1cnn(Cc2ccccc2)c1
(68) CCOc1cccc(N2C(=O)CC(N3CCN(c4ccc(F)cc4)CC3)C2=O)c1 (centres undefined)
(69) COc1cccc(C2c3[nH]c4ccccc4c3CCN2C(=O)c2cc(C3CC3)on2)c1OC (centres undefined)
(70) Cc1cc(C(=O)N2CCC(n3c(=O)oc4ccc(Cl)cc43)CC2)n(C(C)(C)C)n1
(71) COc1cccc(-c2noc(CN3CCCc4c(C(=O)NC(C)C)cccc43)n2)c1
(72) O=C(CCNC(=O)c1ccccc1F)NC[C@H]1C[C@H]2C=C[C@H]1C21CC1

entry no.	65	66	67	68	69	70	71	72
hcGAS inh	-5	-6	-9	-5	8	-4	7	-8
NPYLR7 ag	-1	-3	-3	0	5	28	1	22
mcGAS inh	-6	-5	x	-6	x	-7	x	x

(73) O=C1NCC2(CCCN(C(=O)c3cn[nH]c3C3CCCCC3)C2)O1 (centres undefined)
(74) CN(C)CCCN(CC1CCN(C2Cc3ccccc3C2)CC1)C(=O)c1ccoc1
(75) CN(C)[C@@H]1C[C@@H](C(=O)O)N(Cc2cnn3cccnc23)C1
(76) COc1ccc(CNC(=O)c2ccc(-c3cccc(Cl)c3)s2)cc1
(77) CCc1nc2c(OCCn3cccc3)cccn2c1N(C)C(=O)C1CC1
(78) COc1ccc(-c2noc(-c3ccc(N(C)C(C)c4ccon4)nc3)n2)cc1 (centres undefined)
(79) O=C(CCc1ccco1)N1CCOC(COCc2c(Cl)cccc2Cl)C1 (centres undefined)
(80) Cc1ccc(N2C(=O)CSC2c2cccc(NC(=O)COc3ccc(Cl)cc3)c2)cc1F (centres undefined)

entry no.	73	74	75	76	77	78	79	80
hcGAS inh	-5	-7	-10	-7	-2	-3	-9	-3
NPYLR7 ag	6	x	13	0	-8	9	5	17
mcGAS inh	-10	-11	x	-7	-4	-15	-9	-4

# Among those listed so far, 2 contain a COOH group:
(52) Cc1ccnc(-n2c(COCC(=O)O)nc3ccccc32)c1
(75) CN(C)[C@@H]1C[C@@H](C(=O)O)N(Cc2cnn3cccnc23)C1

entry no.	52	75
hcGAS inh	-5	-10
NPYLR7 ag	9	13
mcGAS inh	-11	x

# As entered above.
# O=C(CCc1ccco1)N1CCOC(COCc2c(Cl)cccc2Cl)C1 (centres undefined) in mcGAS inh is listed with -9
# CCc1nc2c(OCCn3cccc3)cccn2c1N(C)C(=O)C1CC1 in hcGAS inh is listed with -2
# Cc1ccc(N2C(=O)CSC2c2cccc(NC(=O)COc3ccc(Cl)cc3)c2)cc1F (centres undefined) in hcGAS inh is listed with -3
# CN(C)CCCN(CC1CCN(C2Cc3ccccc3C2)CC1)C(=O)c1ccoc1 in mcGAS inh is listed with -11

# Carrying on:
(81) COc1cc2c(cc1OC)CN(C(=O)COC(=O)c1ccc(F)cc1F)CC2
(82) COc1cc(OC)cc(C(=O)N(CC(=O)N(Cc2cccn2Cc2ccccc2Cl)CC(C)C)C(C)C)c1
(83) N#CC(C(=O)Cn1nnc2ccccc21)c1ccc(C(F)(F)F)cn1 (centres undefined)
(84) CCC(C)(C)C(=O)NS(=O)(=O)/C=C/c1ccccc1
(85) Cc1ccc(C(=O)OCc2cc(=O)n3c(C)csc3n2)s1

entry no.	81	82	83	84	85
hcGAS inh	-6	-4	2	-18	-1
NPYLR7 ag	-1	1	0	-2	5
mcGAS inh	x	-6	x	x	-1

# Assay outcomes: PubChem, Fisher Drug Discovery Resource Center
